# GRP78 ERSR act = induces the endoplasmic reticulum stress response in human glioma cells. U87-MG GRP78 promoter luciferase reporter, 16 h. Potency, µM, without a hit: at the highest dose activation, hits mostly activators. 420,000 compounds, 0.02% hits; also: potency is read from the fitted curve at half-maximal effect; series mostly up to about 76 µM; % of control where 0% means no effect; nearly all actives have a fitted effect of over 35% in size
#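 Stably transfected U87-MG glioma cells carrying a GRP78-based luciferase sensor; 16 h compound incubation. Luminescence end-point read 10 min after Bright-Glo addition at room temperature.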
# Vif-APOBEC3G blk = inhibitors of Vif-APOBEC3G interaction; Q9HC16; HeLa A3G-eYFP + Vif (tagged APOBEC3G with the HIV-1 protein that degrades it), YFP fluorescence, overnight; Potency, µM (titrated, usually from 46.1 µM), inactives show top-dose activity, negative = active, hits mostly inhibitors; 410,000 compounds, 0.076% hits; AID 602310;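 also: potency is read from the fitted curve at half-maximal effect; % is scaled to controls: 0 for no effect and ±100 for the full control effect; nearly all actives have a fitted effect of over 60% in size; hits raise eYFP signal because A3G escapes Vif-driven loss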
#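 HeLa cells stably expressing Vif and C-terminally eYFP-tagged A3G, seeded overnight at 37 deg C, then exposed to compound by pintool overnight at 37 deg C. Rise in yellow fluorescence (Ex 488/Em 500-530, Acumen) marks blocked Vif-driven A3G degradation.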
# PI4K2A block = blocks human PI4K2A kinase activity; purified PI4K2A, ADP-Glo luminescence, 1 h; stronger effect = lower value; Q9BTU6; activity change, negative = inhibition, % at 76.9 µM; 420,000 compounds, 0.13% hits; AID 1346378; in the data active = activity change below about -50%; inconclusive = mostly about -30% to -49%;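 also: -100% = wells without enzyme as full effect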
# Target sequence (Q9BTU6 whole entry, looked up): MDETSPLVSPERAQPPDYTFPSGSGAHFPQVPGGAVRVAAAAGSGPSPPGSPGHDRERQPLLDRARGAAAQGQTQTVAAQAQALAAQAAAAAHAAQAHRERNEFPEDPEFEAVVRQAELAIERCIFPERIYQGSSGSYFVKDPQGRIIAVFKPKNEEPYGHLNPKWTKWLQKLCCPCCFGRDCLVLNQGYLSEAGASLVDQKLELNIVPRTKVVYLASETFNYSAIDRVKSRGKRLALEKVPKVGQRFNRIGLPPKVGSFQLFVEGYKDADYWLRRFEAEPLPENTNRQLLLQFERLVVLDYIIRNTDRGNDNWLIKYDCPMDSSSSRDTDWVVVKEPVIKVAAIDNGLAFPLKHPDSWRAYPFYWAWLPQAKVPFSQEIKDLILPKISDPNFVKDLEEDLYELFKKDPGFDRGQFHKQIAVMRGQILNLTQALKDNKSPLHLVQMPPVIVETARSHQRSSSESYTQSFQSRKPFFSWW
#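 Compounds are screened against recombinant PI4K2A using PI as substrate and ATP, the latter dispensed at 300 microM. Reactions run one hour at ambient temperature before ADP-Glo detection; full inhibition defined by wells lacking enzyme.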
# RXFP1 agonist = RXFP1 (human) receptor agonism | Potency, µM (doses to about 57.5 µM), without a hit: top-dose activation, hits mostly activators | AID 2676 | Q9HBX9 | HEK293T-RXFP1 cAMP TR-FRET, 30 min; response scale: percent of porcine relaxin response, buffer zero | 370,000 compounds, 0.3% hits; also: potency is read from the fitted curve at half-maximal effect; % is scaled to controls: 0 for no effect and ±100 for the full control effect; nearly all actives have a fitted effect of over 60% in size; many of its hits are not listed in these tables
#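 Agonist response is measured as cAMP accumulation in an RXFP1-transfected HEK293T line under PDE4 inhibition. Values are scaled between buffer-only and 29 nM porcine relaxin, and EC50s come from standard Hill equation fits.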
# TrxR1 substrate = rat thioredoxin reductase 1 substrate activity; Potency, µM (top dose mostly 114 µM), for inactives: at the highest dose activity change, negative = substrate turnover; purified TrxR1 substrate turnover, NADPH consumption readout; 390,000 compounds, 0.01% hits; also: potency is read from the fitted curve at half-maximal effect; % is scaled to controls: 0 for no effect and ±100 for the full control effect; nearly all actives have a fitted effect of over 50% in size
#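 Rat TrxR1, dispensed at 90 nM, was prereduced with 400 uM NADPH (final) for 5 min at ~22 deg C, then incubated with compound 15 min before 400 uM selenite. A first-read NADPH fluorescence drop versus no-compound background flagged substrates.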
# LDHA inh = blocks human lactate dehydrogenase A; P00338; purified LDHA, NADH/diaphorase-resazurin fluorescence; stronger effect = lower value; activity change, % (values are at about 110 or 230 µM); 480,000 compounds, 0.15% hits; AID 1347041; in the data active = activity change below about -30%; inconclusive = mostly about -25% to -30%;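 also: plate controls were DMSO wells for no effect and wells without enzyme for full effect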
#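 LDH5 2 nM; NADH 0.06 mM, pyruvate 0.2 mM; 200 mM Tris pH 7.4, EDTA, Tween-20; 5 min RT. Detection: diaphorase 0.133 mg/mL + resazurin 37 µM, fluorescence ex540/em590 at 0 and 20 min; normalized to enzyme-free and DMSO wells.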
# IDH1 R132H inh = inhibitors of human mutant IDH1 R132H; O75874; IDH1-R132H enzyme, NADPH consumption, diaphorase/resazurin fluorescence; Potency, µM (top dose mostly 76.6 µM), for the others: at the highest dose activity change, negative = inhibition, most hits filed as inhibitors; 390,000 compounds, 0.093% hits; also: potency is read from the fitted curve at half-maximal effect; % is scaled to controls: 0 for no effect and ±100 for the full control effect; nearly all actives have a fitted effect of over 65% in size
# Target sequence (O75874 whole entry R132H, stated change not applied): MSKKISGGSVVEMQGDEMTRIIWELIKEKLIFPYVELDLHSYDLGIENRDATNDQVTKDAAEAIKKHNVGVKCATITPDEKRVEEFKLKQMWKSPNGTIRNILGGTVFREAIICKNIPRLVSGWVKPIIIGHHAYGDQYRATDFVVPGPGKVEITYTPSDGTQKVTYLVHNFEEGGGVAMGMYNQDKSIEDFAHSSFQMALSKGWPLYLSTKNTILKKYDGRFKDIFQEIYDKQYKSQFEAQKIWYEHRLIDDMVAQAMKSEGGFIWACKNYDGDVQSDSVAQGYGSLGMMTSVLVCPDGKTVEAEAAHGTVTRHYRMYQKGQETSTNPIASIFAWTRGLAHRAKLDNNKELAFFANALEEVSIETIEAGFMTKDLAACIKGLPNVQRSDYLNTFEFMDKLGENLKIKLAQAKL
#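 IDH1-R132H (0.5 ug/mL) preincubated 30 min with compound, then NADPH (0.016 mM) and alpha-KG (2 mM) added; 80 min at RT, pH 7.5. Remaining NADPH coupled via diaphorase/resazurin to fluorescence (540/590 nm); concentration-response curves normalized to no-enzyme control.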
# USP1 inh = USP1/UAF1 (human) deubiquitinase inhibition. recombinant USP1/UAF1, Ub-Rhodamine cleavage fluorescence. Potency, µM (top dose mostly 57.1 µM), for the others: at the top dose activity change, negative = inhibition, hits mostly inhibitors. 390,000 compounds, 0.23% hits. AID 743255. O94782; also: potency is read from the fitted curve at half-maximal effect; % is scaled to controls: 0 for no effect and ±100 for the full control effect; nearly all actives have a fitted effect of over 60% in size; inactives centre near -12
#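 Step one: compound is pinned into 1nM USP1/UAF1 in HEPES pH 7.8 buffer with TCEP. Step two: 15 min room-temperature incubation. Step three: Ub-Rho (150nM final) starts cleavage, tracked by fluorescence over six one-minute reads.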
# Vif-A3F inh = Vif-A3F binding inhibition. HeLa A3F-eYFP + Vif (tagged APOBEC3F with the HIV-1 protein that degrades it), YFP fluorescence increase. Potency, µM (series often up to 46.1 µM), for the others: at the top dose activity, negative = active. 390,000 compounds, 0.2% hits. AID 602313; also: potency is read from the fitted curve at half-maximal effect; % of control where 0% means no effect; nearly all actives have a fitted effect of over 65% in size
#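 HeLa cells stably expressing Vif plus C-terminally eYFP-tagged A3F were seeded, incubated overnight at 37 deg C, dosed with compound, incubated overnight again at 37 deg C. Yellow fluorescence (Ex 488/Em 500-530) reported blocked Vif-mediated A3F-eYFP degradation.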
# An asterisk follows results filed as active; ? = inconclusive; . = not tested or not shown; & = joins results of further samples; [ ] = another dose, or the depositor's remark. Unless noted, calls follow the shape of the dose curve; as a rule, active = well fitted curve in the direction sought with a large enough effect; inconclusive = small, poorly fitted or top-dose-only effect, or another doubt; inactive = no such curve, though single readings can be large; an effect the other way counts as inactive or inconclusive. Some of the compounds tested (hit frequency here may not be typical).
molecule,GRP78 ERSR act,Vif-APOBEC3G blk,PI4K2A block,RXFP1 agonist,TrxR1 substrate,LDHA inh,IDH1 R132H inh,USP1 inh,Vif-A3F inh
COc1ccc(/C=N/NC(=O)c2[nH]ncc2Br)c(OC)c1,2%,1%,-6,-0.9%,4%,-6,5%,-1%,-2%
Cc1ccc(C)c(NC(=O)COC(=O)c2ccc3ccccc3n2)c1,-3%,-7%,-5,-0.3%,-5%,-12&-7,-17%,-19%,?
CSc1nc(S(=O)(=O)c2ccc(C)cc2)c(Cl)s1,-3%,-6%,-2,0.0%,0%,-9,-1%,-23%,-7%
CCCCc1cc(=O)oc2cc(C)cc(OCC(=O)NCC3CCC(C(=O)O)CC3)c12 (stereo not drawn),-1%,0%,-13,4.7%,121%[activator],-4,-20%,-10%,5%
O=C(COC(=O)c1cc(Cl)ccc1O)c1ccc2c(c1)OCO2,3%,0%,0,-0.6%,6%,-12,-4%,-11%,0%
S=c1[nH]nc2ccccn12,-4%,5%,1,.,-4%,-8,-3%,-9%,9%
O=C(CSc1nnc(-c2ccncc2)n1CC1CCCO1)Nc1nccs1 (stereo not drawn),0%,-4%,2,-1.0%,-5%,-1,-6%,1%,-10%
COc1ccc(NC(=O)c2cc(Br)ccc2Cl)c(OC)c1,3%,1%,2,0.1%,-3%,-5,4%,2%,13%
COc1ccc(NC(=O)CC2C(=O)N(c3ccc(Cl)cc3)C(=S)N2CCc2ccccn2)cc1 (stereo not drawn),-1%,-3%,4,-0.5%,-20%,0,0%,-8%,-4%
COc1ccc(S(=O)(=O)c2cn(C)c3cc(N4CCOCC4)c(F)cc3c2=O)cc1,-3%,-1%,-2,2.6%,3%,1,4%,-9%,-2%
COc1ccc(CN(C)C(=O)CCl)cc1,-2%,0%,4,-0.6%,5%[57.1 µM],3,-4%,-8%,0%
CCCC(=O)Nc1cccc(NC(=O)c2ccc3c(c2)OCO3)c1,0%,-2%,3,-1.9%,0%,-1,7%,-25%,.
Cc1cc(C)cc(OCC(=O)NNC(=O)c2cc(C)[nH]n2)c1,-1%,3%,-11,0.0%,17%[57.1 µM],-2,13%,2%,-1%
Cc1ccc(S(=O)(=O)Nc2ccc(S(=O)(=O)Nc3nccs3)cc2)c([N+](=O)[O-])c1,1%,-8%,-4,-0.2%,-7%,2,0%,-17%,?
NC(=O)C[C@@H]1NC(=O)CNC(=O)c2cc([N+](=O)[O-])cc(I)c2NCCC(C(N)=O)NC1=O (stereo partly drawn),-4%,5%,-4,-0.2%,-10%,-3,0%,-12%,6%
COc1ccc(CCC(=O)OCC(=O)Nc2ccc3[nH]c(=O)[nH]c3c2)cc1,-5%,3%,-4,-1.8%,-9%,-2,-5%,-23%,-9%
CCN(C(=O)c1ccco1)c1nnc(-c2cccnc2)s1,1%,3%,2,-2.8%,3%,-6,0%,?,4%
Cc1ccc(-c2[nH]ncc2C(=O)c2ccccc2C)c(O)c1,-3%,-6%,-2,0.8%,-4%[11.4 µM],-3,0%,-11%,1%
CCN(Cc1ccccc1)C(=O)/C=C/c1ccccc1[N+](=O)[O-],-1%,-6%,3,1.2%,-9%,6,14%,-25%,2%
CCSc1nc2c([nH]c3ccccc32)c(=O)n1-c1ccc(F)cc1,-2%,-3%,2,0.6%,0%[57.1 µM],1,7%,-5%,1%

# Given with values under each structure: three of the compounds above.
# Value order – GRP78 ERSR act, Vif-APOBEC3G blk, PI4K2A block, RXFP1 agonist, TrxR1 substrate, LDHA inh, IDH1 R132H inh, USP1 inh, Vif-A3F inh
- COc1ccc(/C=N/NC(=O)c2[nH]ncc2Br)c(OC)c1
  2%, 1%, -6, -0.9%, 4%, -6, 5%, -1%, -2%
- Cc1ccc(S(=O)(=O)Nc2ccc(S(=O)(=O)Nc3nccs3)cc2)c([N+](=O)[O-])c1
  1%, -8%, -4, -0.2%, -7%, 2, 0%, -17%, ?
- CCN(Cc1ccccc1)C(=O)/C=C/c1ccccc1[N+](=O)[O-]
  -1%, -6%, 3, 1.2%, -9%, 6, 14%, -25%, 2%

# The list goes on.
molecule,GRP78 ERSR act,Vif-APOBEC3G blk,PI4K2A block,RXFP1 agonist,TrxR1 substrate,LDHA inh,IDH1 R132H inh,USP1 inh,Vif-A3F inh
Cc1c(C(=O)NC2CC(=O)N(c3ccc4c(c3)OCCO4)C2)cccc1[N+](=O)[O-] (stereo not drawn),-2%,-2%,-1,0.4%,-3%[57.1 µM],-5,17%,-9%,-6%
COc1ccccc1N1CCN(C(=O)c2cnc(N3CCCCC3)c3ccccc23)CC1,-6%,9%,-3,0.1%,3%[57.1 µM],-8,-9%,17%,-8%
Cc1ccc2c(=O)cc(C(=O)Nc3sc4c(c3C(=O)NCC3CCCO3)CCC4)oc2c1 (stereo not drawn),-1%,0%,-2,-2.5%,3%,-2,12%,-9%,-3%
Cc1ccc(NC(=O)CN2C(=O)NC(C)(C)C2=O)cc1S(=O)(=O)N1CCCCCC1,-4%,1%,-1,0.6%,-3%,-5,-1%,-8%,0%
C=CCN1C(c2ccc(Br)cc2)=CS/C1=C(\C#N)c1nnc(N2CCOCC2)n1-c1ccccc1,-4%,0%,-12,.,-7%,3,-9%,-2%,-3%
CN1CCN(C(=S)C(=O)Nc2ccc(Br)cc2)CC1,-1%,1%,-3,0.3%,8%[57.1 µM],-4,6%,-7%,-10%
COc1ccc(C(C)C)cc1S(=O)(=O)N1CCC(C(=O)N2CCN(C)CC2)CC1,-3%,0%,-2,1.3%,-8%,-8,4%,-10%,2%
CC(C)NS(=O)(=O)c1ccc2c(c1)oc(=O)n2C,-3%,1%,-1,-2.1%,5%[57.1 µM],-1,0%,-10%,-8%
COc1ccc(NS(=O)(=O)c2cccc(C(=O)NNC(=O)c3ccc(Br)o3)c2)cc1,-7%,2%,-3,0.9%,2%[57.1 µM],-3,-14%,-8%,0%
C[C@H](NC(=O)C1CCN(S(=O)(=O)c2ccccc2)CC1)C(=O)NCc1cccc(Cl)c1,0%,-6%,-9,2.4%,2%,-1,-7%,-21%,-9%
COc1ccc(N2CCN(C(C)C(=O)Nc3nnc(C)s3)CC2)cc1 (stereo not drawn),-6%,2%,-7,-0.9%,10%[57.1 µM],-2,0%,-13%,-5%
CCn1nc(C)c(C2C(C#N)=C(N)OC3=C2C(=O)CC(C)(C)C3)c1C (stereo not drawn),-5%,1%,-4,1.4%,-13%,-3,2%,-17%,11%
c1cnc2c(OCc3nc4ccccc4[nH]3)cccc2c1,1%,-4%,1,-1.7%,9%,-4,15%,-12%,-5%
O=C(Nc1cccc(-n2cnnn2)c1)c1ccco1,2%,-1%,6,1.2%,7%[57.1 µM],-5,1%,-19%,6%
CCN(CC)CCOC(=O)C1(c2ccccc2)CCOCC1,-5%,-1%,2,-0.9%,12%[57.1 µM],-6,1%,-6%,-5%
CN(CC(=O)Nc1ccc(F)cc1)C(=O)CCc1ccccc1,-2%,0%,3,0.1%,-1%,-3,6%,-9%,-28%
CCOc1ccc(C(C)=O)cc1CN1C(=O)c2ccccc2S1(=O)=O,-9%,-7%,-4,5.7%,-9%[0.0914 µM],-7,4%,-19%,-3%
CCN(CC)S(=O)(=O)c1ccc(NC(=O)CSc2ncnc3ccccc23)cc1,-5%,-1%,-5,3.9%,-6%,0,0%,-20%,?
CCc1cc2ccc(C)c(C)c2nc1SCC(=O)Nc1cc(C)on1,-6%,0%,-2,?,11%[0.0914 µM],-6,10%,-1%,6%
O=S(=O)(c1ccc2c(c1)OCCO2)N1CCCN(S(=O)(=O)c2c(F)cccc2F)CC1,-4%,-6%,-2,0.8%,-5%[57.1 µM],0&2,.,.,-1%

# In a second layout: two of the compounds above.
C=CCN1C(c2ccc(Br)cc2)=CS/C1=C(\C#N)c1nnc(N2CCOCC2)n1-c1ccccc1
  GRP78 ERSR act: -4% | Vif-APOBEC3G blk: 0% | PI4K2A block: -12 | RXFP1 agonist: . | TrxR1 substrate: -7% | LDHA inh: 3 | IDH1 R132H inh: -9% | USP1 inh: -2% | Vif-A3F inh: -3%

CN1CCN(C(=S)C(=O)Nc2ccc(Br)cc2)CC1
  GRP78 ERSR act: -1% | Vif-APOBEC3G blk: 1% | PI4K2A block: -3 | RXFP1 agonist: 0.3% | TrxR1 substrate: 8%[57.1 µM] | LDHA inh: -4 | IDH1 R132H inh: 6% | USP1 inh: -7% | Vif-A3F inh: -10%

# High-throughput results as filed in PubChem.
